High-throughput results as filed in PubChem BioAssay.
MCF10A rereplic – inducers of DNA re-replication in MCF 10A breast cells; Potency, µM (titrated, usually from 46.1 µM), for the others: at the top dose activity, positive = re-replication, actives largely listed as activators; MCF 10A DNA re-replication, Hoechst nuclear intensity, 48 h; 2.9% of 350,000 active; note: % of control where 0% means no effect; nearly all actives have a fitted effect of over 50% in size
Nrf2 activator – activators of Nrf2 (ARE) signaling; AID 624171; Potency, µM (series often up to 46.1 µM), for the others: top-dose activation, usual class: activators; 0.31% of 410,000 active; AREc32 ARE-luciferase reporter (MCF7-derived line), luminescence, 24 h; note: % of control where 0% means no effect; nearly all actives have a fitted effect of over 65% in size
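Nrf2 activation is followed as ARE-luciferase induction in the AREc32 line after one day of compound treatment; luminescence is read with Steady-Glo.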
EPAC2 antagonist – antagonists of human EPAC2; 0.18% of 360,000 active; Q8WZA2; EPAC2 GEF exchange of Rap1B-BODIPY-GDP, fluorescence; Potency, µM (top dose mostly 114 µM), for the others: at the top dose activity, negative = inhibition, hits mostly inhibitors; note: % is set by controls: 0 for no effect and ±100 for the full control effect; nearly all actives have a fitted effect of over 45% in size; many of its hits are not listed in these tables
Target sequence (Q8WZA2 whole entry, looked up): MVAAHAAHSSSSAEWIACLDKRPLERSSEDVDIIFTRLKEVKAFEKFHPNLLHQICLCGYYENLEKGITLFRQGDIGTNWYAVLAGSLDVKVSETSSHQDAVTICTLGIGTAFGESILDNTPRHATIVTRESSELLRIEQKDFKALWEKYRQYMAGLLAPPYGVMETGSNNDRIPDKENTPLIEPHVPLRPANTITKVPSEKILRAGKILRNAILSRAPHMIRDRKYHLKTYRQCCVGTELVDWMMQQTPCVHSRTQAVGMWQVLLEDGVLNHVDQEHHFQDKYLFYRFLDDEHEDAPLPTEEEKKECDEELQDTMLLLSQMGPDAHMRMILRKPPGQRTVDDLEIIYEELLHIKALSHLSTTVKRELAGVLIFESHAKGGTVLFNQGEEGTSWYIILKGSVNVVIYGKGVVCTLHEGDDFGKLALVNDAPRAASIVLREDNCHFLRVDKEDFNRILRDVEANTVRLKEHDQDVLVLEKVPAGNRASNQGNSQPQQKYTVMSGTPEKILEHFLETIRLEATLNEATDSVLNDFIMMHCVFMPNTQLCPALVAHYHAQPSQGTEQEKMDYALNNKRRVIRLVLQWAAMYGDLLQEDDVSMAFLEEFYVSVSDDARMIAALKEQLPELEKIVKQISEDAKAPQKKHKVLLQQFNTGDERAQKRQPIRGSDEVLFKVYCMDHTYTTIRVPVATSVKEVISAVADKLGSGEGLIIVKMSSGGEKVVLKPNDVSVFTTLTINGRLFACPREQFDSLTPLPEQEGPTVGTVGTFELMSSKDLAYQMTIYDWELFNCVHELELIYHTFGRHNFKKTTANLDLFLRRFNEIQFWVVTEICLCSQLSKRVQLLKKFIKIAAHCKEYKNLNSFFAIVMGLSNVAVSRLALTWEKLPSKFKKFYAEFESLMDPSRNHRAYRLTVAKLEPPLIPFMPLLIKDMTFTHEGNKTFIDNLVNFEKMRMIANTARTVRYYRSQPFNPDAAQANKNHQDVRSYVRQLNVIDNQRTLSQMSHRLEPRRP
ATXN2 expr inh – inhibitors of ATXN2 expression; HEK-293 ATXN2-luciferase reporter, luminescence, 24 h; Potency, µM (titrated, usually from 57 µM), without a hit: at the top dose activity change, negative = inhibition, actives largely listed as inhibitors; 0.72% of 360,000 active; note: % is set by controls: 0 for no effect and ±100 for the full control effect; nearly all actives have a fitted effect of over 55% in size
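qHTS (up to 57 uM final) was run with 24 h compound exposure of reporter cells at 37 °C. Each well was multiplexed: SteadyGlo luminescence measured ATXN2-luciferase expression after a fluorogenic Gly-Phe-AFC viability readout (25 uM final).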
TGFb SMAD3 inh – TGF-b pathway inhibition; 1.2% of 410,000 active; Potency, µM (titrated, usually from 46.1 µM), inactives show at the top dose activity, negative = inhibition, most hits filed as inhibitors; HepG2 CAGA-GFP TGF-b/SMAD3 reporter, GFP fluorescence, 18 h; TGF-beta stimulated, 500 pg/mL final; note: % is set by controls: 0 for no effect and ±100 for the full control effect; nearly all actives have a fitted effect of over 65% in size
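Per well, imaged GFP fluorescence of HEPG2 CAGA-GFP cells gives the signal; cells get compound, then TGF-beta (500 pg/mL final), 18 h at 37 degrees C; %Activity versus -TGF-beta and +DMSO controls.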
A549 tox – kills or reduces viability of A549 cells in Nrf2 counter-screen. Potency, µM (titrated, usually from 46 µM), without a hit: top-dose activity change, negative = cytotoxicity, most hits filed as inhibitors. A549 ARE-Fluc cells, CellTiter-Fluor viability, 18-24 h. 0.16% of 390,000 active; note: % is set by controls: 0 for no effect and ±100 for the full control effect
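A549 ARE_Fluc cells in 5% FBS OPTI-MEM were exposed to compounds in concentration-response for 18-24 h at 37 deg C. Viability was read by CellTiter-Fluor fluorescence (Ex 405/Em 525) after 30 min, before the luciferase read.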
S2 tox – reduces viability in counter-screen for ATXN expression inhibitors | Potency, µM (titrated, usually from 56.7 µM), actives largely listed as cytotoxic | AID 651635 | S2 cells (HEK-293 line with an ATXN2-luciferase reporter) viability, CellTiter-Fluor protease fluorescence, 24 h | 0.49% of 400,000 active; note: nearly all actives have a fitted effect of over 40% in size
HepG2 tox – counter-screen for TGF-b inhibitors: cytotoxicity in HepG2 cells; 0.76% of 410,000 active; AID 588856; Potency, µM (doses to about 46.1 µM), inactives show at the highest dose activity change, negative = cytotoxicity, hits mostly cytotoxic; HepG2 CAGA-GFP viability, ATP luminescence, 18 h; note: some results filed as inactive show a strong effect at the top dose
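CellTiter-Glo luminescence gave cytotoxicity after 18 hours at 37 degrees C. The cells were HepG2 CAGA-GFP in 1% FBS DMEM, stimulated with 500 pg/mL TGF-beta after compound addition. %Activity was normalised to no-cell wells (complete cell-killing) and DMSO (no toxicity), and curves were fitted and classified.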
Nrf2 inh – inhibitors of Nrf2 signaling. A549 ARE-Fluc reporter, luciferase luminescence, 18-24 h. 2.1% of 360,000 active. AID 504444. Potency, µM (top dose mostly 46 µM), for inactives: at the top dose activity change, negative = inhibition, most hits filed as inhibitors; note: % is set by controls: 0 for no effect and ±100 for the full control effect; nearly all actives have a fitted effect of over 60% in size
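A549 ARE_Fluc cells, 5000/well, 5% FBS OPTI-MEM; compounds in dose-response, 18-24 h at 37 °C/5% CO2; CellTiter-Fluor viability read (Ex 405/Em 525), then BugLite luciferase luminescence = Nrf2 activity.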
Active calls of the source: *; i = inactive; ? = inconclusive; . = no result given; & = joins results of further samples; [ ] = another dose, or the depositor's remark. Calls come from the whole dose curve; as a rule, active = well fitted curve in the direction sought with a large enough effect; inconclusive = small, poorly fitted or top-dose-only effect, or another doubt; inactive = no such curve, though single readings can be large; an effect the other way counts as inactive or inconclusive. Potency is the fitted concentration of half-maximal effect. Some of the compounds tested; rates above refer to the full screens.

Results follow in this order: HepG2 tox	MCF10A rereplic	A549 tox	ATXN2 expr inh	EPAC2 antagonist	TGFb SMAD3 inh	Nrf2 activator	Nrf2 inh	S2 tox
CC(C)C12CN3CC(C(C)C)(CN(C1)C3c1cccnc1)C2=O (centres undefined)
  -2%	0%	-4%	-13%	0%	21%	-1.1%	0%	i
CCNC(=O)[C@H]1O[C@@H](n2cnc3c(N)ncnc32)[C@H](O)[C@@H]1O
  14%	-40%[inhibitor]	-2%	9%	5%	-15%	-0.5%	17%	i
OC(Cc1ccccc1)(c1ccccc1)C1CN2CCC1CC2 (centres undefined)
  -37%	2%	-19%	-22%	13%	8%	-0.4%	9%	i
c1ccc([C@@H]2CO2)cc1
  0%	-28%	-4%	3%	13%	9%	0.2%	5%	i
OCCOc1ccccc1
  -17%	-3%&7%	1%	-5%&0%	1%	0%	0.0%	3%	i
COC(=O)C1=C(c2ccc(OCc3ccccc3)cc2)C[C@@H]2CC[C@H]1N2C(=O)NCCN1CCOCC1
  -2%	24%	2%	-26%	0%	-18%	-0.4%	1%	i
COc1ccc(OCCn2c(NC(=O)c3ccc(OC)cc3)nc3ccccc32)cc1
  -8%	.	-21%	5%	.	-10%	3.1%	?	i
COc1ccccc1CNC(=O)CCC1N=C2c3ccccc3N=C(SCc3cccc(Cl)c3)N2C1=O (centres undefined)
  -22%	.	9%	.	.	?	4.7%	9%[9.27 µM]	.
Cc1ccc2c(c1)N(C(=O)CCC(=O)N1CCC3(CC1)OCCO3)CCO2
  11%	-5%	0%	.	0%	11%	0.5%	23%	?
CCOc1ccc2nc(N3CCC(C(=O)N4CCC5(CC4)OCCO5)CC3)sc2c1
  -9%	13%	-1%	14%	-13%	22%	1.4%	-24%	i
Cc1ccc(N2C(=O)NC(=O)/C(=C\C=C\c3ccco3)C2=O)cc1
  -50%	7.3µM*	0%	10µM*	12%	?	?	3%	7.9µM*
CCOc1ccccc1N=C1SCCCN1C
  1%	13%	4%	0%	9%	1%	-0.3%	7%	i
O=c1[nH]c2ccccc2n1C1CCN(C(c2ccnc3ccccc23)c2nnnn2-c2ccc3c(c2)OCCO3)CC1 (centres undefined)
  5%	.	.	0%	-10%	?	-1.0%	.	?
Cc1ccccc1-n1c(O)c(/C=C/C=Nc2ccccc2)c(=O)[nH]c1=O
  7%	-73%[inhibitor]	-7%	0%	89%[activator]	164%[activator]	-0.5%	21%	i
O=c1[nH]c(=S)n(-c2ccc(F)cc2)c(O)c1/C=N/N1CCOCC1
  -7%	-5%	-3%	-5%	7%	5%	0.2%	-23%	i
COC(=O)c1ccc(N2CCN(C)CC2)c([N+](=O)[O-])c1
  1%	2%	-3%	-13%	-2%	-17%	-0.6%	0%	i
CN1CCCC1C(O)(c1ccccc1)c1ccccc1 (centres undefined)
  -5%	?	-1%	-22%	12%	?	0.2%	0%	i
O=C(CN1CCN(Cc2cccc(Cl)c2)C1=O)N1CCC2(CC1)OCCO2
  4%	-2%	-2%	-9%	5%	23%	0.1%	.	i
c1nnn(C23CC4CC(CC(C4)C2)C3)n1
  -10%	-4%	0%	2%	0%	-1%	0.0%	?	i
FC(F)(F)C1=NC(C(F)(F)F)=NP(N2CCOCC2)(N2CCOCC2)=N1
  4%	-1%	-4%	-1%	7%	-3%	-0.8%	7%	i
COc1ccc(C2=NS(=O)(=O)N(C)C(C(=O)N3CCC4(CC3)OCCO4)=C2)cc1OC
  3%	9%	-13%	0%	-1%	15%	1.7%	?	i
O=C(O)C12C3CCCC1C32c1ccccc1 (centres undefined)
  7%	15%	-5%	0%	12%	-24%	0.3%	-18%	i
COc1cc([C@H]2OC[C@H]3[C@@H]2CO[C@@H]3c2cc(OC)c(O[C@@H]3O[C@H](CO)[C@@H](O)[C@H](O)[C@H]3O)c(OC)c2)cc(OC)c1O[C@H]1O[C@@H](CO)[C@H](O)[C@@H](O)[C@@H]1O
  -17%	-10%	0%	15%	18%	-27%	-1.0%	7%	i
CCCCc1nc2ccccc2c(=O)n1-c1ccc(O)cc1
  -15%	?	-10%	2%	5%	?	-0.1%	6%	?
Clc1ccccc1CN1CCN(c2ccccc2Cl)CC1
  -6%	-10%	12%	-18%	-2%	-10%	-0.5%	-13%	i
O=c1[nH]c(=S)[nH]c(O)c1N=Nc1cccc(S(=O)(=O)N2CCOCC2)c1
  6%	0%	-7%	.	1%	6%	?	0%	i
COC(=O)CN1C(=O)C2(C(C(=O)OC)=C(N)Oc3ccccc32)C2=C1CC(C)(C)CC2=O (centres undefined)
  -8%	-5%	-10%	1%	14%	12%	-0.8%	9%	i
Fc1ccc(CCNCc2cccc(Cl)c2)cc1
  -24%	1%	-4%	?	0%	-1%	2.8%	-6%	?
O=C1CC(N2CCC(n3c(=O)[nH]c4ccccc43)CC2)C(=O)N1Cc1ccccc1 (centres undefined)
  -10%	-3%	-1%	8%	-7%	8%	0.0%	-11%	i
NCCCC(=O)OC1N=C(c2ccccc2Cl)c2cc(Br)ccc2NC1=O (centres undefined)
  2%	2%	8%	-2%	-11%	12%	0.3%	3%	i

Just EPAC2 antagonist and ATXN2 expr inh (two entries from above):
SMILES	EPAC2 antagonist	ATXN2 expr inh
O=c1[nH]c2ccccc2n1C1CCN(C(c2ccnc3ccccc23)c2nnnn2-c2ccc3c(c2)OCCO3)CC1 (centres undefined)	-10%	0%
Cc1ccccc1-n1c(O)c(/C=C/C=Nc2ccccc2)c(=O)[nH]c1=O	89%[activator]	0%

Other records follow:
Results follow in this order: HepG2 tox	MCF10A rereplic	A549 tox	ATXN2 expr inh	EPAC2 antagonist	TGFb SMAD3 inh	Nrf2 activator	Nrf2 inh	S2 tox
COCCNC(=O)Cn1cc(C=C2C(=O)NC(=O)NC2=O)c2ccccc21
  -16%	?	4%	-9%	8%	-23%	-0.2%	-1%	i
COC(=O)C1=C(c2cc3ccccc3o2)C[C@@H]2CC[C@H]1N2C(=O)NCCNC(C)=O
  -2%	-7%	0%	6%	16%	?	0.1%	10%	i
O=C(NCCCN1CC1)Nc1cccc2ccccc12
  -7%	?	-12%	-27%	3%	?	0.4%	26%	i
c1ccc(CCc2ccc3n2Cc2cnnn2-c2ccccc2-3)cc1
  -13%	?	?	-15%	-18%	?	11%	-26%	i
COc1ccc2oc3c(c2c1)NC(=O)CN=C3c1ccccc1
  5%	21%	-6%	.	-9%	-21%	-0.1%	9%	?
CN1C(=O)/C(=C\c2ccc(N3CCCCC3)o2)C(=O)NC1=S
  2%	5%	-29%	64%[activator]	0%	11%	4.2%	?	?
c1cc2c(cc1[C@H]1OCC3C1CO[C@@H]3c1ccc3c(c1)OCO3)OCO2 (some centres undefined)
  -51%	-2%	5%	5%	-20%	?	-0.4%	?	i
C/C=C1/C[C@@H](C)[C@@](C)(O)C(=O)OCC2=CCN3CC[C@@H](OC1=O)[C@@H]23
  1%	.	0%	.	.	-8%	.	-16%	.
O=C1CCN(C(=O)C(Cl)Cl)N1
  -14%	-2%	-15%	.	-2%	-25%	-1.2%	-13%	i
S=P(N1CCCCCC1)(N1CC1)N1CC1
  -2%	?	2%	?	-8%	8%	0.0%	?	?
O=P(Nc1ccccc1Cl)(c1ccccc1)c1nc2c(s1)CCCC2 (centres undefined)
  1%	-2%	-13%	.	0%	-5%	0.1%	?	.
N#CC1c2ccccc2-n2nncc2CN1Cc1cc(Cl)cc(Cl)c1 (centres undefined)
  10µM*	6.5µM*	-1%	4.5µM*	-4%	?	-2.0%	9%	3.5µM*
Cc1ccc(NC(=O)c2ncn(CC(=O)NCc3ccc4c(c3)OCO4)n2)cc1C
  -12%	60%	-3%	10%	-6%	1%	3.3%	?	i
COc1cc(OC)cc(-n2nc(C(=O)N3CCC4(CC3)OCCO4)c3ccccc3c2=O)c1
  -15%	-6%	-3%	-1%	4%	?	-0.9%	.	i
COc1ccc(CNCC(=O)N2CCC3(CC2)OCCO3)cc1
  -1%	-6%	6%	3%	-2%	0%	0.2%	-9%	i
CC1CN1P(=O)(Oc1ccccc1)N1CC1C (centres undefined)
  -2%	-3%	0%	3%	5%	23%	-0.2%	11%	i
CC(C)n1c(=O)c(C=Nc2ccc(F)cc2)c(O)n(Cc2ccco2)c1=O
  -20%	-4%	-6%	-24%	-17%	-2%	-0.3%	-10%	i
Cn1c(O)c(C=NCCN2CCNCC2)c(=O)n(C)c1=O
  -14%	-3%	-2%	6%	16%	3%	-0.8%	19%	i
O=C(Cc1ccc(Br)cc1)N1CCN(Cc2ccccc2)CC1
  -20%	?	-6%	-7%	2%	-13%	1.3%	13%	i
O=C1NC(=S)NC(=O)C1c1ccccc1
  4%	-31%[inhibitor]	-2%	2%	-15%	-9%	-0.4%	-4%	i
C[C@@H]1CCC2[C@@H](C)C(=O)O[C@@H]3OC4(C)CCC1[C@@]23OO4 (some centres undefined)
  -18%	-14%	-3%	6%	0%	-17%	1.4%	-1%	i
Nc1nc(SCCC(F)=C(F)F)n[nH]1
  -23%	18%	-6%	-20%	0%	0%	-0.2%	4%	i
COC(=O)C1=C(c2c(C)noc2C)C[C@@H]2CC[C@H]1N2C(=O)N1CCc2cc(OC)c(OC)cc2C1
  6%	-5%	-16%	7%	18%	2%	4.5%	7%	i
N#Cc1ccccc1Cn1c(=O)oc2ccccc21
  -35%	-9%	-2%	17%	-18%	12%	0.3%	6%	?

As entered above.
In MCF10A rereplic, `Cc1ccc(N2C(=O)NC(=O)/C(=C\C=C\c3ccco3)C2=O)cc1` shows 7.3µM*
In EPAC2 antagonist, `c1ccc([C@@H]2CO2)cc1` shows 13%
In A549 tox, `C/C=C1/C[C@@H](C)[C@@](C)(O)C(=O)OCC2=CCN3CC[C@@H](OC1=O)[C@@H]23` shows 0%
In ATXN2 expr inh, `N#CC1c2ccccc2-n2nncc2CN1Cc1cc(Cl)cc(Cl)c1` (centres undefined) shows 4.5µM*
In ATXN2 expr inh, `c1cc2c(cc1[C@H]1OCC3C1CO[C@@H]3c1ccc3c(c1)OCO3)OCO2` (some centres undefined) shows 5%
